Screens as filed in PubChem.
BioA inh = inhibitors of Mycobacterium tuberculosis BioA enzyme | hit rate 0.096% among 360,000 | AID 602481 | purified M. tuberculosis BioA enzyme, plate reader | inhibition, % at 9.99 µM; in the data active = inhibition above about 40%
Starred values were filed as active, the others as inactive; & = joins results of further samples. A portion of the library, so the mix of outcomes need not match the whole.

Structure | BioA inh
Cc1noc(C)c1NC(=O)Nc1cccc2c1O[C@@H](CN(C)S(=O)(=O)c1cn(C)cn1)[C@H](C)CN([C@H](C)CO)C2=O | 0.2
CC(C)NC(=O)Nc1ccc2c(c1)C(=O)N([C@@H](C)CO)C[C@H](C)[C@@H](CN(C)C(=O)C1CCCCC1)OCCCC[C@@H](C)O2 | 3.4
CO[C@H]1CN(C)C(=O)c2cc(NC(=O)NC(C)C)ccc2OC[C@@H](C)N(C(=O)NC(C)C)C[C@H]1C | -1.0
C[C@H]1CCCCO[C@H](CN(C)Cc2ccc(C(=O)O)cc2)[C@@H](C)CN([C@@H](C)CO)C(=O)c2cc(NC(=O)c3ccccc3)ccc2O1 | -0.6
CO[C@@H]1CN(C)C(=O)c2ccc(NS(C)(=O)=O)cc2OC[C@H](C)N(Cc2cccnc2)C[C@@H]1C | 0.0
COC(=O)[C@@H]1[C@@H](CO)[C@@H]2Cn3c(ccc(C4=CCCC4)c3=O)[C@H]1N2Cc1ccccn1 | -0.6
O=C(c1cccc(F)c1)N1CCCCN2[C@@H](CO)[C@H](c3ccc(/C=C/c4ccccc4)cc3)[C@@H]2C1 | -0.9
C[C@H](CO)N1C[C@H](C)[C@H](CN(C)C(=O)Nc2ccc(C(F)(F)F)cc2)Oc2c(NC(=O)Nc3ccccc3)cccc2C1=O | 15
C[C@H](CO)N1C[C@H](C)[C@H](CN(C)C(=O)c2ccncc2)Oc2cc(C#CC3CC3)ccc2S1(=O)=O | 0.0
C[C@@H]1CCCCO[C@@H](CN(C)Cc2ccc3c(c2)OCO3)[C@@H](C)CN([C@H](C)CO)C(=O)c2cc(NC(=O)C3CCCCC3)ccc2O1 | 0.1
C[C@@H]1CCCCO[C@@H](CN(C)C(=O)NC2CCCCC2)[C@H](C)CN([C@H](C)CO)C(=O)c2cc(NC(=O)c3ccccc3)ccc2O1 | -3.1
CCCNC(=O)[C@@H]1[C@@H](CO)[C@@H]2Cn3c(ccc(/C=C/c4ccccc4)c3=O)[C@H]1N2C(=O)c1ccncc1 | -0.8
CNC(=O)C[C@@H]1CC[C@@H]2[C@@H](COc3ccc(NC(=O)Nc4ccccc4OC)cc3C(=O)N2C)O1 | -2.0
C/C=C/c1ccc2c(c1)O[C@@H](CN(C)C(=O)c1cnccn1)[C@H](C)CN([C@H](C)CO)S2(=O)=O | 3.0
CCCNC(=O)C[C@H]1CC[C@H]2[C@H](COc3ccc(NC(=O)CCC)cc3C(=O)N2C)O1 | 0.9
O=C(CCN1CCCCC1)NCC[C@@H]1CC[C@@H](NS(=O)(=O)c2cccc(F)c2)[C@H](CO)O1 | -0.6
O=C(CN1CCOCC1)NCC[C@@H]1CC[C@H](NC(=O)c2ccccc2F)[C@H](CO)O1 | 3.2
COc1ccc(S(=O)(=O)Nc2ccc3c(c2)C(=O)N([C@H](C)CO)C[C@@H](C)[C@@H](CN(C)C(=O)NC(C)C)OCCCC[C@H](C)O3)cc1 | -3.2
C[C@H](CO)N1C[C@H](C)[C@H](CN(C)S(=O)(=O)c2ccc(F)cc2)Oc2ccc(NC(=O)C3CCCCC3)cc2CC1=O | 3.8
C[C@H](CO)N1C[C@H](C)[C@@H](CN(C)Cc2ccncc2)Oc2ccc(NS(=O)(=O)c3cn(C)cn3)cc2C1=O | -3.8
C[C@@H]1CN([C@H](C)CO)C(=O)c2cc(NC(=O)c3ccccc3)ccc2O[C@@H](C)CCCCO[C@@H]1CN(C)Cc1ccc(Cl)c(Cl)c1 | -1.6
C[C@@H]1CN([C@@H](C)CO)S(=O)(=O)c2ccc(C#CC3(O)CCCC3)cc2O[C@H]1CN(C)C(=O)Cc1ccccc1 | 4.4
C[C@H](CO)N1C[C@H](C)[C@H](CN(C)Cc2ccc(C(=O)O)cc2)Oc2ccc(NC(=O)c3ccncc3)cc2CC1=O | 3.4
CNC[C@@H]1Oc2ccc(NC(=O)Nc3ccc(OC)cc3)cc2C(=O)N([C@@H](C)CO)C[C@@H]1C | -1.9
O=C(Nc1ccc(F)cc1)N1C[C@H]2[C@@H](c3ccccc31)[C@H](CO)N2C(=O)Cc1ccccn1 | -8.4
CCC(=O)Nc1ccc2c(c1)OC[C@@H](C)N(C(=O)c1ccc(F)cc1)C[C@H](C)[C@@H](OC)CN(C)C2=O | 1.3
N#C[C@@H]1[C@H](c2ccc(C3=CCCC3)cc2)[C@H](CO)N1C(=O)c1cccc(F)c1 | -0.1
COc1ccc(C#Cc2ccc3c(c2)O[C@H](CN(C)C(=O)CN2CCOCC2)[C@@H](C)CN([C@@H](C)CO)S3(=O)=O)cc1 | 0.2
Cc1ccc(F)cc1S(=O)(=O)N1CCN(Cc2cccc(OCCO)c2)CC1 | 0.6
COc1ccc(C(=O)Nc2ccc3c(c2)OC[C@H](C)N(C(C)=O)C[C@@H](C)[C@H](OC)CN(C)C3=O)cc1 | 4.8
CC(C)NC(=O)N(C)C[C@H]1Oc2ccc(NC(=O)CCN3CCOCC3)cc2CC(=O)N([C@@H](C)CO)C[C@H]1C | 3.0
C[C@H](CO)N1C[C@H](C)[C@@H](CN(C)S(=O)(=O)c2ccc(F)cc2)OCCCC[C@H](C)Oc2ccc(NS(C)(=O)=O)cc2C1=O | 1.5
O=C(C[C@H]1C[C@@H]2c3cc(NC(=O)CC4CC4)ccc3O[C@@H]2[C@H](CO)O1)NCCN1CCCCC1 | -1.9
C[C@H]1CN([C@@H](C)CO)S(=O)(=O)c2ccc(C#Cc3cccc(F)c3)cc2O[C@@H]1CN(C)S(=O)(=O)c1cn(C)cn1 | 2.6
O=C(N[C@H]1CC[C@H](CC(=O)N2CCc3ccccc3C2)O[C@@H]1CO)C1CCOCC1 | -1.3
C/C=C/c1ccc2c(c1)O[C@H](CN(C)Cc1ccncc1)[C@@H](C)CN([C@@H](C)CO)S2(=O)=O | 2.3
CO[C@H]1CN(C)C(=O)c2ccc(NC(=O)c3ccccc3)cc2OC[C@H](C)N(CC2CC2)C[C@H]1C | -0.7
CN(C)CC(=O)N1[C@H](C#N)[C@@H](c2ccc(C#CC3CCCCC3)cc2)[C@@H]1CO | -0.4
C[C@@H]1CCCCO[C@@H](CN(C)S(=O)(=O)c2cccs2)[C@H](C)CN([C@@H](C)CO)C(=O)c2cc(NC(=O)Nc3cccc4ccccc34)ccc2O1 | -2.9
C[C@H](CO)N1C[C@H](C)[C@H](CN(C)S(C)(=O)=O)Oc2ccc(NC(=O)Nc3ccc(C(F)(F)F)cc3)cc2CC1=O | 3.8
CCNC(=O)[C@H]1[C@H](CO)[C@H]2Cn3c(ccc(-c4ccc(F)cc4)c3=O)[C@H]2N1Cc1cc(F)ccc1F | 5.3
C/C=C/c1ccc2c(c1)O[C@H](CN(C)Cc1cncnc1)[C@@H](C)CN([C@@H](C)CO)S2(=O)=O | 5.8
CNC[C@H]1Oc2cc(C#CC(C)C)ccc2S(=O)(=O)N([C@H](C)CO)C[C@@H]1C | 5.8
Cc1noc(C)c1NC(=O)Nc1ccc2c(c1)CC(=O)N([C@@H](C)CO)C[C@H](C)[C@@H](CN(C)C)O2 | -2.6
C[C@@H]1CN([C@H](C)CO)C(=O)Cc2cc(NC(=O)C3CCCCC3)ccc2O[C@H]1CN(C)C(=O)NC1CCCCC1 | 2.8
C[C@@H]1CN([C@@H](C)CO)C(=O)c2cc(NC(=O)c3ccncc3)ccc2O[C@@H](C)CCCCO[C@H]1CN(C)Cc1ccccc1 | 3.3
O=S(=O)(c1ccccc1F)N1C[C@@H]2[C@H](c3ccccc31)[C@H](CO)N2Cc1ccc2c(c1)OCO2 | -3.1
CC(C)NC(=O)N1CC[C@@H]2[C@H]1c1cc(Br)ccc1N(C)[C@@H]2CO | -1.4
CC(=O)N(C)C[C@H]1Oc2ncc(C#CCC3CCCC3)cc2C(=O)N([C@@H](C)CO)C[C@H]1C | 1.8
COc1cccc(S(=O)(=O)N[C@H]2C=C[C@H](CC(=O)NCc3ccncc3)O[C@@H]2CO)c1 | -0.4

Part of the list above, set out differently:
> Cc1ccc(F)cc1S(=O)(=O)N1CCN(Cc2cccc(OCCO)c2)CC1
  BioA inh: 0.6
> COc1ccc(C(=O)Nc2ccc3c(c2)OC[C@H](C)N(C(C)=O)C[C@@H](C)[C@H](OC)CN(C)C3=O)cc1
  BioA inh: 4.8
> CC(C)NC(=O)N(C)C[C@H]1Oc2ccc(NC(=O)CCN3CCOCC3)cc2CC(=O)N([C@@H](C)CO)C[C@H]1C
  BioA inh: 3.0
> C[C@H](CO)N1C[C@H](C)[C@@H](CN(C)S(=O)(=O)c2ccc(F)cc2)OCCCC[C@H](C)Oc2ccc(NS(C)(=O)=O)cc2C1=O
  BioA inh: 1.5

(listing goes on)
Structure | BioA inh
C[C@@H]1CN([C@H](C)CO)S(=O)(=O)c2ccc(-c3cccc(F)c3)cc2O[C@@H]1CN(C)C | -0.3
C[C@@H]1CCCCO[C@@H](CN(C)Cc2ccc3c(c2)OCO3)[C@H](C)CN([C@@H](C)CO)C(=O)c2cc(NS(=O)(=O)c3cccs3)ccc2O1 | -0.9&-0.6
C[C@@H]1CN([C@@H](C)CO)S(=O)(=O)c2ccc(C#CC3CC3)cc2O[C@H]1CN(C)Cc1ccc(F)cc1 | -1.0
C[C@H](CO)N1C[C@H](C)[C@@H](CN(C)Cc2ccc(C(=O)Nc3ccccc3N)cc2)Oc2ccc(NS(=O)(=O)c3ccccc3)cc2C1=O | 0.7
COc1ccc(S(=O)(=O)N(C)C[C@H]2Oc3ccc(NC(=O)CCCCCC(=O)Nc4ccccc4N)cc3C(=O)N([C@H](C)CO)C[C@H]2C)cc1 | -3.4
COc1cccc(S(=O)(=O)Nc2ccc3c(c2)C(=O)N(C)C[C@H](OC)[C@H](C)CN[C@H](C)CO3)c1 | -0.9
CC(=O)NC[C@H]1[C@@H](c2ccc(-c3ccccc3)cc2)[C@@H](CO)N1C(=O)C1CCC1 | 2.2
N#Cc1cccc(-c2ccc([C@@H]3[C@H]4CN(C(=O)Cc5ccccc5)CCCCN4[C@H]3CO)cc2)c1 | 1.4
O=C(C[C@@H]1C=C[C@H](NC(=O)C2CC2)[C@@H](CO)O1)NCCCN1CCOCC1 | 0.4
O=C(N[C@@H]1CC[C@H](CCNC(=O)c2ccccc2F)O[C@@H]1CO)c1cnccn1 | -0.6
CO[C@H]1CN(C)C(=O)c2cc(NC(=O)NC3CCCCC3)ccc2OC[C@@H](C)N(C)C[C@H]1C | 2.2
CCC(=O)N(C)C[C@H]1Oc2cc(-c3ccccc3)ccc2S(=O)(=O)N([C@@H](C)CO)C[C@@H]1C | 4.3
O=C(c1cccnc1)N1CCCCN2[C@H](C1)[C@@H](c1ccc(C#Cc3ccccn3)cc1)[C@@H]2CO | 4.6
O=C(c1ccccc1)N1C[C@H]2[C@@H](c3ccccc31)[C@@H](CO)N2C(=O)Nc1ccccc1Cl | 1.5
N#Cc1cccc(-c2ccc([C@@H]3[C@H]4CN(C(=O)Cc5ccncc5)CCCCN4[C@H]3CO)cc2)c1 | -5.5
CC(C)NC(=O)N1CCCCN2[C@H](C1)[C@H](c1ccc(C#C[C@@H](C)O)cc1)[C@@H]2CO | -0.5
O=C(C[C@@H]1CC[C@@H]2[C@H](COC[C@H](O)CN2Cc2cccc(C(F)(F)F)c2)O1)NCCc1ccncc1 | -1.1
C[C@@H]1CN([C@H](C)CO)C(=O)c2cc(NC(=O)CCCN(C)C)ccc2O[C@@H]1CN(C)Cc1ccccc1 | -2.1
C[C@@H]1CN([C@H](C)CO)S(=O)(=O)c2ccc(C3=CCCCC3)cc2O[C@@H]1CN(C)Cc1cncnc1 | -0.8
O=C(C[C@H]1CC[C@@H]2[C@H](COC[C@H](O)CN2Cc2ccc(F)cc2)O1)N1CCc2ccccc2C1 | 2.2
N#C[C@H]1[C@@H](c2ccc(C3=CCCC3)cc2)[C@@H](CO)N1C(=O)C1CCC1 | -1.1
CC(C)CC#Cc1cnc2c(c1)C(=O)N([C@@H](C)CO)C[C@@H](C)[C@H](CN(C)C(=O)Cc1cccnc1)O2 | 2.6
Cc1cccc(-c2ccc([C@@H]3[C@H]4CN(S(=O)(=O)c5cn(C)cn5)CCCCN4[C@H]3CO)cc2)c1 | 1.5
CC(=O)N(C)C[C@@H]1Oc2cc(C3=CCCC3)ccc2S(=O)(=O)N([C@@H](C)CO)C[C@H]1C | -0.5
COc1cccc(S(=O)(=O)N(C)C[C@H]2Oc3ncc(C#CCC(C)C)cc3C(=O)N([C@@H](C)CO)C[C@@H]2C)c1 | -1.3

Of the compounds above, 2 have a thiophene ring, fused or not:
Structure | BioA inh
C[C@@H]1CCCCO[C@@H](CN(C)S(=O)(=O)c2cccs2)[C@H](C)CN([C@@H](C)CO)C(=O)c2cc(NC(=O)Nc3cccc4ccccc34)ccc2O1 | -2.9
C[C@@H]1CCCCO[C@@H](CN(C)Cc2ccc3c(c2)OCO3)[C@H](C)CN([C@@H](C)CO)C(=O)c2cc(NS(=O)(=O)c3cccs3)ccc2O1 | -0.9&-0.6

Other results:
Structure | BioA inh
C[C@@H]1CCCCO[C@@H](CN(C)Cc2ccccc2)[C@@H](C)CN([C@@H](C)CO)C(=O)c2cc(NC(=O)c3ccncc3)ccc2O1 | -0.2
Cc1ccccc1-c1ccc([C@H]2[C@@H](CO)N3CCCCN(C(=O)Nc4ccccc4)C[C@@H]23)cc1 | -2.5
C[C@@H]1CN([C@H](C)CO)S(=O)(=O)c2ccc(-c3ccccc3F)cc2O[C@@H]1CN(C)C | 1.5
COc1ccccc1NC(=O)N(C)C[C@@H]1Oc2ncc(Br)cc2C(=O)N([C@@H](C)CO)C[C@@H]1C | 2.1
CN1C(=O)c2cc(NS(C)(=O)=O)ccc2OC[C@@H]2O[C@@H](CC(=O)N3CCOCC3)CC[C@H]21 | -1.5
C[C@H]1CCCCO[C@H](CN(C)C(=O)Nc2ccccc2)[C@@H](C)CN([C@@H](C)CO)C(=O)c2cc(NC(=O)Nc3cccc4ccccc34)ccc2O1 | 1.1
COCc1cn(CC[C@@H]2CC[C@@H](NC(=O)CCN3CCCCC3)[C@H](CO)O2)nn1 | -2.2
C[C@@H]1CN([C@H](C)CO)C(=O)c2cc(C#CCN(C)C)cnc2O[C@@H]1CN(C)S(=O)(=O)c1cn(C)cn1 | -4.5
